GLP1R ag: qHTS of GLP-1 Receptor Agonists | Glucagon-like peptide 1 receptor (Homo sapiens), P43220 | HEK293 GLP-1R CRE-luciferase, luminescence, 4-6 h; cells express a hypersensitive GLP-1R form | AID 624172, 2012 | Potency, µM (top dose mostly 45.6 µM), for inactives: top-dose activation, usual class: activators | actives 0.007% (n = 380,000); further: potency means the concentration at half of the fitted maximal effect; % of control where 0% means no effect
Target sequence (P43220 whole entry, looked up): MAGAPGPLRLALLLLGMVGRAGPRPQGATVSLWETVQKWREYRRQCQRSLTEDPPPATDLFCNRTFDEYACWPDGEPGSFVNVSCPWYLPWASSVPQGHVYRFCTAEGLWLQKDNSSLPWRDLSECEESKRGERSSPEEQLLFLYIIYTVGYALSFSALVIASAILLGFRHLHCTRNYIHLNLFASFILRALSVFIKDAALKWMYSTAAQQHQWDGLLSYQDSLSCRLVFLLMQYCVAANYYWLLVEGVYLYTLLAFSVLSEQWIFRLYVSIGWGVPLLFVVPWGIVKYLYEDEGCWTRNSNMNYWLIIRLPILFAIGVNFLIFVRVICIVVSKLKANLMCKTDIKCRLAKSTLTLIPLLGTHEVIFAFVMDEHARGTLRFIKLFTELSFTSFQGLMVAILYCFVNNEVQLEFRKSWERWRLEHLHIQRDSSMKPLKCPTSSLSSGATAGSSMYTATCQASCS
PTHR1 agonist: qHTS for PTHR1 Agonists: Primary Screen; Parathyroid hormone/parathyroid hormone-related peptide receptor (Homo sapiens), Q03431; HEK293 GP2 PTHR1 cells, GloSensor cAMP luminescence, 1 h; Potency, µM (highest dose often 115 µM), inactives show at the highest dose activation, usual class: activators; actives 0.075% (n = 410,000); further: potency means the concentration at half of the fitted maximal effect; nearly all actives have a fitted effect of over 55% in size; some results filed as inactive show a strong effect at the top dose; inactives centre near -15; many of its hits are not listed in these tables
Target sequence (Q03431 whole entry, looked up): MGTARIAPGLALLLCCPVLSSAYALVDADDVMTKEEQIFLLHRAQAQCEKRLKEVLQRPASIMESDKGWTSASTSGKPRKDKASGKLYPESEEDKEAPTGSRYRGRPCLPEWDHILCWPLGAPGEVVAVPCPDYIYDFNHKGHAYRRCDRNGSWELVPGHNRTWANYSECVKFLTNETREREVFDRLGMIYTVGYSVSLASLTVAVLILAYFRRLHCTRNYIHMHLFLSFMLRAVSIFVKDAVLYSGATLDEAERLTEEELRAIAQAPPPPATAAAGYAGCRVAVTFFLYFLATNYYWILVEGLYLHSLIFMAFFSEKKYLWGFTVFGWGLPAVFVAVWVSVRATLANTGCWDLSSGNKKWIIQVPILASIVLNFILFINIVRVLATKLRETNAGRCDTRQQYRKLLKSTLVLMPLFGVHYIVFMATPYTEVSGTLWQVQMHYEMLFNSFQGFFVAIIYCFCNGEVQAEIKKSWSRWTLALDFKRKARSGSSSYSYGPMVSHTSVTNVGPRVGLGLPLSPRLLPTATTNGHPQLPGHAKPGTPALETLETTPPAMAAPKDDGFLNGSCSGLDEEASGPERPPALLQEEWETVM
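HEK-293-derived GP2 cells expressing PTHR1 and a GloSensor cAMP reporter, 3,000/well, plated overnight, given luciferin plus IBMX (each 0.5 mM as added) for 1 h at 37 °C, then compound for 1 h at 37 °C. Luminescence was read after 15 min at room temperature.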
PLK1 PBD block: qHTS for Inhibitors of PLK1-PDB (polo-like kinase 1 - polo-box domain): Primary Screen; Serine/threonine-protein kinase PLK1 (Homo sapiens), P53350; Plk1 PBD binding of FITC phosphopeptide, fluorescence polarization; Potency, µM, without a hit: max response, negative = inhibition, most hits filed as inhibitors; actives 2.8% (n = 360,000); further: potency means the concentration at half of the fitted maximal effect; series mostly up to about 57 µM; on the % scale 0 is the no-effect control and ±100 the full control effect; nearly all actives have a fitted effect of over 65% in size
PI5P4Ka inh: qHTS for Inhibitors of phosphatidylinositol 5-phosphate 4-kinase (PI5P4K). max response, %. AID 652105, 2013. Phosphatidylinositol 5-phosphate 4-kinase type-2 alpha (Homo sapiens), P48426. PI5P4Kalpha enzyme, ADP-Glo luminescence, 60 min; active compounds read low. actives 1.2% (n = 330,000); active means max response of -50% or lower; inconclusive means between -30% and -50%; inactive means -30% or higher; further: value at the top dose of about 77 µM; on the % scale 0 is the no-effect control and ±100 the full control effect
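PI5P4Kalpha ADP-Glo assay; 5 microM ATP final; 60 min RT reaction; HEPES pH 7.4/EGTA/CHAPS, 5% DMSO; controls lacking substrate or enzyme; luminescent end-point.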
EPAC1 ag: qHTS for Agonist of cAMP-regulated guanine nucleotide exchange factor 3 (EPAC1): primary screen. Rap guanine nucleotide exchange factor 3 (Homo sapiens), O95398. EPAC1 agonist qHTS, biochemical assay; response scale: 100% = response to 6.5 mM cAMP. Potency, µM (doses to about 154 µM), for inactives: top-dose activation, actives largely listed as activators. actives 0.073% (n = 360,000); further: potency means the concentration at half of the fitted maximal effect; nearly all actives have a fitted effect of over 60% in size
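Compounds were pinned as a concentration titration into mixtures of EPAC1 (100 nM), BODIPY-GDP-loaded Rap1B (250 nM) and GDP (50 uM). After 5 min at room temperature, fluorescence was followed for 30 min; activity was scaled to 6.5 mM cAMP.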
IL2 activator: qHTS of IL-2 Activators. IL-2 activation reporter assay, cell-based qHTS; stimulated with anti-CD3/CD4/CD28 beads; in transgenic mouse T cells. activation, % (series mostly up to about 46 µM). actives 0.065% (n = 360,000). AID 652025, 2013; in the data active means activation above about 50%; inconclusive means mostly about 30% to 49%; further: 0% is about no effect
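EGFP and DsRed fluorescence is measured by plate cytometry in unstimulated transgenic mouse T cells exposed to compound for 60 minutes, then stimulated 18 hours at 37 degrees C with anti-CD3/anti-CD4 beads plus anti-CD28.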
EPAC1 antag: qHTS for Antagonist of cAMP-regulated guanine nucleotide exchange factor 3 (EPAC1): primary screen | Rap guanine nucleotide exchange factor 3 (Homo sapiens), O95398 | EPAC1 GEF assay, Rap1b-BODIPY-GDP exchange fluorescence | Potency, µM (doses to about 115 µM), inactives show top-dose activity change, negative = inhibition, hits mostly inhibitors | actives 0.14% (n = 360,000) | AID 720709, 2013;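 further: potency means the concentration at half of the fitted maximal effect; plate controls were vehicle for no effect and positive control for full effect; nearly all actives have a fitted effect of over 50% in size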
GLP-1R inv ag: qHTS of GLP-1 Receptor Inverse Agonists (Inhibition Mode); Glucagon-like peptide 1 receptor (Homo sapiens), P43220; HEK293 GLP-1R CRE-luciferase, luminescence, 24 h; GLP-1R form is constitutively active; Potency, µM (series often up to 38.3 µM), for inactives: at the top dose activity change, negative = inhibition, hits mostly inhibitors; actives 1.6% (n = 410,000); further: potency means the concentration at half of the fitted maximal effect; on the % scale 0 is the no-effect control and ±100 the full control effect; nearly all actives have a fitted effect of over 55% in size
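Cells are plated, allowed 12 hours at 37 deg C, then treated with compounds for 24 hr before luciferase detection reagent is added and luminescence is read after 12 min at room temperature. The HEK293 line carries constitutively active GLP-1R with a cAMP-responsive reporter.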
GLP1R cytotox: qHTS of GLP-1 Receptor Inverse Agonists: Cytotox Screen. HEK293 cAMP-luciferase reporter cells, luminescence, 24 h. Potency, µM (top dose mostly 38.3 µM), for inactives: at the top dose activity change, negative = inhibition, actives largely listed as inhibitors. actives 0.13% (n = 410,000);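 further: loss of luciferase light is scored as toxicity; potency means the concentration at half of the fitted maximal effect; on the % scale 0 is the no-effect control and ±100 the full control effect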
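Step one: seed cells (200 cells/uL, DMEM with 10% Nu serum, 1% pen-strep). Step two: 12-hour incubation at 37 deg C. Step three: pin 23 nL compound, incubate 24 hr. Step four: add luciferase reagent, read luminescence 12 min later.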
Active calls of the source: *; i = inactive; ? = inconclusive; / = no result given; & = joins results of further samples; [ ] = dose if it differs, or a comment. Unless noted, the call rests on the fitted dose curve; in most records, active means well fitted curve in the direction sought with a large enough effect; inconclusive means small, poorly fitted or top-dose-only effect, or another doubt; inactive means no such curve, though single readings can be large; an effect the other way counts as inactive or inconclusive. A portion of the library; count on the stated rates, not on these rows.

SMILES	GLP1R ag	PTHR1 agonist	PLK1 PBD block	PI5P4Ka inh	EPAC1 ag	IL2 activator	EPAC1 antag	GLP-1R inv ag	GLP1R cytotox
Cc1ccc(NC(=O)Cn2c(O)c(N=NC(=O)c3ccncc3)c3ccccc32)cc1	12%	i	-9%	-4	7%	-0.3	12%	3%	3%
Nc1cnc(Nc2ccc(Br)cc2)nc1N	2%	-27%	2%	1	-8%	-1.0	11%	5%	-21%
Cc1cnc(C(=O)OCC(=O)NC(=O)c2ccccc2)cn1	15%	i	-2%	-9	-20%	-0.9	1%	13%	3%
CCC(=O)N(Cc1ccco1)c1nc(-c2ccc(OC)cc2)cs1	0%	-13%[57.5 µM]	-6%	-4	2%	-0.1	-9%	4%	-3%
COc1cc(OC)c2ccc(=O)oc2c1C(CCN1CCN(c2ccccc2)CC1)c1ccc(N(C)C)cc1 (stereo not drawn)	0%	i	-3%	-6	-11%	-0.4	-6%	1%	3%
Cc1ccc(CC2C(=O)N(c3ccccc3)C(=O)C2C)cc1 (stereo not drawn)	1%	-5%	-1%	2	-12%	0.5	-17%	-10%	3%
COC(=O)c1oc2c(c1C)C(=O)CCC2	8%	-21%	8%	-2	8%	-1.7	4%	-8%	7%
COC(=O)CN1C(=O)C(C)(C)Oc2ccc(C(=O)Nc3ccccc3F)cc21	12%	-32%[inhibitor]	-21%	-1	2%	0.5	1%	-22%	10%
Cc1ccc(C(=O)OCC(=O)N2CCC(Cc3ccccc3)CC2)cc1N	-1%	-2%	0%	1	-8%	0.0	-6%	?	-15%
COc1cccc(CNc2nnnn2C)c1OC	1%	i	-6%	-1	-7%	0.3	4%	8%	-7%
CCCSc1nnc(CN2CCOCC2)n1C	-3%	i	0%	-3	-4%	1.2	2%	-11%	-17%
CCOC(=O)C1(C)/C(=N/Nc2ccccc2OC)C(=O)C(=O)N1c1ccccc1 (stereo not drawn)	2%	-1%	-18%	-2	2%	0.0	5%	0%	-10%
Nc1cc2c(cc1Cl)-c1ccccc1C2	24%	-31%[inhibitor]	-3%	5	-5%	-4.8	-3%	2%	-13%
Cc1nc2ccccn2c1C(=O)NNS(=O)(=O)c1ccc(C(C)(C)C)cc1	0%	-30%[inhibitor]	3%	2	7%	-4.3	6%	-26%	-23%
COc1cc(/C=C(\NC(C)=O)C(=O)Nc2ccc(NC(C)=O)cc2)ccc1OC(C)=O	0%	-23%	?	10	-7%	2.1	2%	18%	-1%
COc1ccccc1/C=C(/CC(=O)NCc1ccc(F)cc1)c1nc2ccccc2s1	7%	-48%[inhibitor]	-2%	?	3%	-3.0	-10%	?	-2%
COc1cccc(C2Cc3ccccc3C(=O)O2)c1 (stereo not drawn)	0%	i	7%	-5	-18%	0.6	-7%	13%	-6%[1.53 µM]
COC(=O)[C@]1(C)N[C@H](c2ccc(-c3ccc(OC)cc3)cc2)[C@@H]2C(=O)N(C)C(=O)[C@@H]21	1%	-6%	-10%	-2	-2%	-0.9	7%	7%	19%
COc1ccc(CN(C(=O)c2cc(=O)c3ccccc3o2)C2CCS(=O)(=O)C2)cc1OC (stereo not drawn)	5%	-19%	0%	-1	-1%	-1.5	18%	15%&9%	-8%&-2%
CCOc1cc(CNCc2cccs2)ccc1OCC(=O)NC(C)(C)C	-5%	-22%	1%	1	-5%	-2.7	-12%	?	-15%
Cc1cc(C(=O)COC(=O)Cn2cnc3c2c(=O)n(C)c(=O)n3C)c(C)n1C	-9%	i	-8%	-3	-11%	0.8	1%	2%	-2%
Fc1ccc(NCc2nnc(SCc3nnc(-c4ccccc4)o3)n2CC2CCCO2)cc1 (stereo not drawn)	0%	i	-18%	-2	3%	-2.6	3%	-18%	?
CCOC(=O)N1CCN(C(=O)COc2ccc3c(c2)C(=O)CC(C)(C)O3)CC1	-1%	15%	1%	-1	-1%	0.3	9%	12%	3%
Cc1ccc(/C(O)=C2\C(=O)C(=O)N(CC(C)O)C2c2cccc(F)c2)cc1 (stereo not drawn)	-18%	-20%[57.5 µM]	-4%	-3	-3%	0.1	8%	3%	2%
O=C(NCCc1ccccc1F)C1CCCN(c2nc3ccccc3s2)C1 (stereo not drawn)	10%	i	1%	5	-6%	0.7	-4%	?	1%

Of the compounds above, these have a furan ring, fused or not:
SMILES	GLP1R ag	PTHR1 agonist	PLK1 PBD block	PI5P4Ka inh	EPAC1 ag	IL2 activator	EPAC1 antag	GLP-1R inv ag	GLP1R cytotox
CCC(=O)N(Cc1ccco1)c1nc(-c2ccc(OC)cc2)cs1	0%	-13%[57.5 µM]	-6%	-4	2%	-0.1	-9%	4%	-3%
COC(=O)c1oc2c(c1C)C(=O)CCC2	8%	-21%	8%	-2	8%	-1.7	4%	-8%	7%

The listing continues:
SMILES	GLP1R ag	PTHR1 agonist	PLK1 PBD block	PI5P4Ka inh	EPAC1 ag	IL2 activator	EPAC1 antag	GLP-1R inv ag	GLP1R cytotox
Cc1ccc(C)c(Cn2nnc3c(=O)[nH]c(C4CCCN(C(=O)c5cccs5)C4)nc32)c1 (stereo not drawn)	24%	-25%	-16%	-12	2%	0.2	-29%	?	-15%
O=C(NC(=S)NCc1ccccc1)c1cccc([N+](=O)[O-])c1	8%	-23%	1%	-1	7%	2.4	-8%	?	?
CCSc1nc2sc3c(c2c(=O)n1CC)CCC3	16%	i	-12%	5	-1%	0.1	-7%	?	-1%
S=C(NCc1ccccc1)Nc1cccc2ccccc12	-3%	-37%[inhibitor]	-23%	-3	5%	-2.4	-18%	10µM*	?
O=C(NCc1ccco1)[C@@H]1CSC2c3ccccc3C(=O)N21 (stereo partly drawn)	-10%	17%[57.5 µM]	-27%	?	-5%	-0.5	-3%	-1%	0%
CCOC(=O)C1CCN(C(=O)CCS(=O)(=O)c2ccc3c(c2)CCN3C(C)=O)CC1	-10%	-7%[57.5 µM]	-16%	3	2%	-4.2	3%	2%	9%
O=C(COC(=O)C12CC3CC(CC(C3)C1)C2)Nc1ncc(Cl)cc1Cl	3%	-6%[57.5 µM]	-14%	/	23%	-2.0	-14%	?	-13%
Cc1ccc(C(C(=O)NC2CCCCC2)N(CC2CCCO2)C(=O)CNC(=O)c2cccs2)cc1 (stereo not drawn)	-4%	-14%[57.5 µM]	-7%	/	-1%	-1.9	6%	0%	-18%
Nc1nc(SCC(=O)Nc2ccc(Br)cc2F)n[nH]1	21%	-12%	-4%	10	-7%	-2.5	-16%	21%	-12%
COc1ccc(CC(=O)NCc2ccccc2)cc1	2%	-6%	3%	2	-7%	-1.0	15%	?	?
O=c1c(Cc2ccc(Cl)cc2Cl)c(O)ccn1Cc1ccc(Cl)cc1	-12%	-30%	-4%	0	1%	-4.7	8%	?	0%
Cc1ccc(S(=O)(=O)N2C[C@H]3C(=O)C[C@@H](c4ccccc4)N(S(=O)(=O)c4ccccc4)[C@H]3C[C@H]2c2ccccc2)cc1	-4%	i	3%	1	6%	1.2	-9%	-17%	8%
COc1cc(NS(=O)(=O)c2ccc(-n3cccn3)cc2)cc(OC)c1	-3%	-63%[inhibitor]	-3%	17	8%	-0.3	-5%	?	1%
O=C(CSc1ncccn1)N1CCCCCC1	0%	i	-1%	-6	-1%	-0.4	11%	14%	-6%
O=C(Cn1ncc2c(=O)oc3ccccc3c21)NCCc1ccsc1	1%	-3%	-5%	6	5%	-3.2	-8%	3%	-8%
COC(=O)COC(=O)c1ccc(O)cc1	-10%	i	-6%	/	4%	-0.5	-9%	1%	10%
Cc1ccc(S(=O)(=O)N2CCC3(CC2)OCCN3S(=O)(=O)c2c(C)cc(C)cc2C)cc1	-6%	i	-2%	-1	-4%	0.2	-3%	5%	6%
Cc1ccc2nc(NC(=O)CCNS(=O)(=O)c3ccc(Br)s3)sc2c1	5%	2%[57.5 µM]	-3%	/	12%	-0.9	-27%	?	-16%
CCCCc1ccc(-c2csc(/C(C#N)=C\c3ccc(C)o3)n2)cc1	-2%	?	-16%	/	8%	-0.1	22%	-6%	50%[activator]
CCOC(=O)NC(=O)C(=CNc1cccc(C)c1)C(=O)NC(=O)OCC	0%	i	-1%	-1	-3%	-0.8	24%	0%	?
Cc1cc(C)nc(-n2nc(C)c3c(C(F)F)cc(C)nc32)n1	3%	-18%	-2%	5	-3%	-2.8	13%	0%	-5%
CCn1cc(C(=O)NCCC(=O)NCCCO)c(=O)c2cc3c(cc21)OCO3	-5%	i	-1%	7	16%	-2.3	-3%	17%	1%
O=C(COc1ccccc1)N1CCN(c2ncnc3c2cnn3-c2ccccc2)CC1	-1%	-3%[57.5 µM]	-4%	-8	-11%	-0.2	-17%	?	-19%
COc1ccc(C)cc1N(CC(=O)NCCSCc1cccc(Cl)c1)S(C)(=O)=O	-1%	-3%	-3%	1	-8%	-0.6	-8%	?	-11%
CC(C(=O)Nc1ccc(C#N)cc1)N(C)Cc1cccs1 (stereo not drawn)	16%	-20%	1%	0	-1%	-4.1	-2%	-22%	8%
COc1cccc(NC(=O)Nc2nnc(COCCO)s2)c1	-7%	-10%	3%	-2	-9%	-0.6	5%	-21%	-3%
CCCCn1c(N)c(N(CC(C)C)C(=O)c2ccc(Cl)c(S(=O)(=O)N3CCCC3)c2)c(=O)[nH]c1=O	8%	-15%	-8%	-2	6%	-6.9	-2%	14%	11%

Compound activity (PubChem)
